Screening results (PubChem BioAssay)
KOR beta-arrestin-1 = KOR agonists, beta-arrestin recruitment, primary screen, cell-based, luminescence, uHTS (AID 1777); actives 0.02% (n = 280,000); activation, % at 10 µM, or EC50 in µM where a hit was titrated; KOR beta-arrestin recruitment, luminescence; higher % means a stronger effect; in the data active = activation above about 50%, passing the limit was not always enough; also: a part of the inactive calls stands beside numbers as strong as those of hits
Myeloid diff 2 = myeloid differentiation induction. ER-HoxA9 myeloid progenitors, lysozyme-GFP differentiation, flow cytometry. calls only at 10 µM. actives 1% (n = 360,000);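 active = normalized GFP-positive differentiation at or above the plate's own cutoff, the solvent-only control mean plus 3 SD; inconclusive = no clear call, values can overlap the other calls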;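 also: cells exposed to compound for four days before flow analysis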
NOD1 inhibition = inhibition of NOD1-driven NF-kB reporter – cell-based, luminescence, uHTS, primary screen (AID 1578). NOD1-driven NF-kB luciferase reporter cells, luminescence; higher % means a stronger effect. one-dose inhibition, % at 4 µM; EC50 in µM for titrated hits. actives 1% (n = 290,000); in the data active = inhibition mostly above about 36%, no sharp cut-off; inactive = mostly below about 34%;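 also: HEK-293T reporter cells stimulated with the NOD1 agonist gamma-tri-DAP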
NOD2 inhibition = inhibition of NOD2-driven NF-kB reporter – cell-based, luminescence, uHTS, HEK293 (AID 1566). HEK293 NOD2/NF-kB luciferase reporter, luminescence; higher % means a stronger effect. inhibition, % at 4 µM, or EC50 in µM where a hit was titrated. actives 0.63% (n = 290,000); also: many of its hits are not listed in these tables
T cell HTS = modulates CD8 T cell binding to vesicles; AID 2052; 2C CD8+ T cell-vesicle binding, flow cytometry; stronger effect = lower value; calls only at 7 µM; actives 0.068% (n = 330,000);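 active = response, share of CD8 T cells binding vesicles, and their 90th percentile fluorescence all below set limits, cut at about 80% in these data, passing the limit was not always enough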
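material = purified 2C TCR transgenic mouse naive CD8+ T cells | controls = Unloaded micro-vesicles (low), QL9 vesicles with 0.7% DMSO (high) | detection = cytometric PE anti-B7-1 and Alexa647 anti-CD8 signals after 1% paraformaldehyde fixation | incubation = binding step 1.5 h, 37 °C, antibody labelling 20 min, ice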
GPR55 antagonists = inhibition of LPI-stimulated GPR55 beta-arrestin translocation – imaging, U2OS, beta-arrestin-GFP, LPI agonist, primary screen (AID 2013); U2OS GPR55 beta-arrestin-GFP translocation imaging, LPI antagonism; higher % means a stronger effect; inhibition, % at 10 µM, or IC50 in µM where a hit was titrated; actives 0.13% (n = 290,000);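 active = spots per cell inhibited over 60%, with over 100 cells counted and total cytoplasm intensity under 500,000; inconclusive = wells with under 100 cells, flagged as likely toxic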;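 also: U2OS cells stably carrying GPR55 and arrestin-GFP stimulated by 5 µM LPI near EC80; imaged beta-arrestin-GFP aggregate spots per cell after agonist stimulation; plate controls were LPI-stimulated DMSO wells for no effect and DMSO wells without LPI for full effect; some results filed as inactive read as strong as hits; confirmed hits need IC50 under 10 µM and bright autofluorescent wells are also inconclusive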
GPR55 activation = GPR55 agonists via beta-arrestin recruitment, primary screen, imaging, U2OS cells, beta-arrestin-GFP redistribution (AID 1961); U2OS GPR55 beta-arrestin-GFP redistribution imaging; higher % means a stronger effect; activation, % at 10 µM; hits with a dose series show EC50 in µM; actives 0.048% (n = 290,000);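 active = activation above 40% with more than 50 cells counted in the well; inconclusive = wells holding fewer than 50 cells, flagged as toxic or sparse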;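 also: U2OS osteosarcoma cells stably expressing GPR55 and beta-arrestin-GFP; plate controls were DMSO negative control for no effect and LPI positive control for full effect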
KOR beta-arrestin-2 = KOR antagonists, beta-arrestin recruitment, cell-based, luminescence, uHTS (AID 1778); KOR beta-arrestin recruitment, luminescence, antagonist mode; higher % means a stronger effect; inhibition, % at 10 µM, or IC50 in µM where a hit was titrated; actives 0.091% (n = 290,000); also: strong numbers were not always called active
NTR1 ag = NTR1-driven beta-arrestin-GFP spot formation – imaging, U2OS cells, high content, primary screen (AID 493036) | agonist mode | activation, % at 20 µM | actives 0.17% (n = 330,000);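 active = activation at or above 40% of the spot to cytoplasm intensity ratio, with at least 20 cells analyzed; inconclusive = wells under 20 cells, flagged as cytotoxic or low count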;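 also: 0% = DMSO without peptide and 100% = 100 nM NTR1 peptide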
Target sequence (P30989 whole entry, looked up): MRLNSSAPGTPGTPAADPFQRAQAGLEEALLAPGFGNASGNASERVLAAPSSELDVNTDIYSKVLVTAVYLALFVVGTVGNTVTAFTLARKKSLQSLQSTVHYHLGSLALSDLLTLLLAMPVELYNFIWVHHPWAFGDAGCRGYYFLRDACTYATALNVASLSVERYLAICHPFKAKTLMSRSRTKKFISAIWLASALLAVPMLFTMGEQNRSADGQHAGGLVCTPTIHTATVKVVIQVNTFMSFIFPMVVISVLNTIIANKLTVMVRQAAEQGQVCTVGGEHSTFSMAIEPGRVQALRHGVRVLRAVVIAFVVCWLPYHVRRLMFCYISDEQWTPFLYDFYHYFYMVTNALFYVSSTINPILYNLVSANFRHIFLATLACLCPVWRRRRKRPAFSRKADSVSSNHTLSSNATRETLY
T cell HTS vesicle-bound % = second read-out of T cell HTS, no call of its own (marks repeat the call); double positive events, %; measured here: CD8+ vesicle-bound cell fraction;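 binding gate set so that unloaded-vesicle control wells show 10% double positive cells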
NTR1 ag cell count 20 µM = second read-out of NTR1 ag, no call of its own (marks repeat the call); cell count; measured here: cell count, cytotoxicity flag
Myeloid diff 2 GFP+ MAC1+ % = further read-out of Myeloid diff 2, marked with its call; GFP+ MAC1+ double positive, %; measured here: differentiation confirmed by MAC1 staining
An asterisk follows results filed as active; i = inactive; ? = inconclusive; nt = not tested or not shown; [ ] = dose if it differs, or a comment. Rule as the data show it, unless noted: active = inhibition above about 50%; inactive = the rest. These rows are one share of the data; the hit share may differ from the screen's.

SMILES	KOR beta-arrestin-1	Myeloid diff 2	Myeloid diff 2 GFP+ MAC1+ %	NOD1 inhibition	NOD2 inhibition	T cell HTS	T cell HTS vesicle-bound %	GPR55 antagonists	GPR55 activation	KOR beta-arrestin-2	NTR1 ag	NTR1 ag cell count 20 µM
CC(=O)NN1C(=O)/C(=C2/Sc3ccc(Cl)cc3N2C)SC1=S	-2.1%	i	0.6	-11.4%	-12.3%	i	27.2	-4.4%	0.0%	4.3%	0.6	49
CCOC(=O)c1c(NC(=O)Cn2nc(C(F)(F)F)cc2C)sc(C)c1C	46.4%	i	1.7	-21.6%	-12.5%	i	46.5	-7.2%	0.9%	-1.0%	4.7	44
CCn1c(CNC(=O)c2ccco2)nnc1SCC(=O)c1ccc(F)cc1	-2.8%	i	7.8	-21.3%	7.9%	i	20.3	6.9%	?	-1.4%	0.0	42
COc1ccccc1Nc1nc2cc(C)ccc2cc1C#N	-6.3%	i	0.3	-20.7%	15.2%	i	22.3	-1.0%	0.0%	-10.8%[20 µM]	3.1	34
Cc1ccc(Nc2c(-c3ccccn3)nc3cccc(C)n23)cc1	-3.9%	i	0.6	29.4%	-107.1%	i	25.6	10.8%	-0.3%	-20.4%	13.6	54
CS(=O)(=O)N1CCN(C(=O)c2cc(-c3cccnc3)nc3ccc(Cl)cc23)CC1	3.5%	i	0.2	-17.8%	24.9%	i	54.7	2.7%	-0.1%	-27.7%	0.3	47
Cc1cccc(NC(=O)/C(=C\c2ccco2)NC(=O)c2cccs2)c1	2.7%	i	0.9	12.7%	20.6%	i	53.5	6.6%	-0.1%	-9.7%	1.7	79
CCOc1ccc(-c2nnc(-c3ccncc3)o2)cc1OCC	nt	i	0.6	-35.5%	-12.4%	i	55.2	6.5%	-0.1%	9.1%[20 µM]	1.7	100
O=C(Nc1ccccc1C(=O)O)c1ccc(Br)o1	-3.3%	i	0.2	-25.3%	-22.4%	i	23.2	8.2%	-0.1%	1.8%	1.9	49
Cc1ccc2c(C)c(C(=O)N3CCN(c4cnccn4)CC3)oc2c1C	0.2%	i	0.6	-33.4%	12.7%	i	58.3	-3.8%	-0.1%	-19.5%	6.4	69
O=C(CCc1ccccc1)N/N=C\C1CC=CCC1 (configuration not stated)	9.8%	i	0.7	4.0%	-2.7%	i	23.2	-21.0%	0.0%	10.5%	0.1	50
COc1ccc(/C=C(/NC(=O)c2ccccc2)c2nc3ccc(Cl)cc3[nH]2)cc1OC	-3.7%	i	0.9	-3.6%	-6.5%	i	16.4	16.2%	0.1%	14.7%	4.1	63
O=C(O)CCc1ccc(-c2ccc(Cl)cc2)n1CCC(=O)O	4.8%	i	7.6	15.5%	12.9%	i	28.9	-7.0%	-0.2%	-25.8%	1.5	40
CC(C)c1nnc2c(N(C)S(=O)(=O)c3ccccc3)nc3ccccc3n12	3.8%	i	2.7	4.9%	15.6%	i	17.4	10.5%	-0.1%	12.7%	0.2	52
O=C1N/C(=N/N=C/c2ccccc2)SC1(c1ccccc1)c1ccccc1	-1.5%	i	1.6	-18.4%	-19.0%	i	62.8	-4.2%	-0.1%	-21.9%	-0.6	68
CC(C)c1onc(C(=O)NC(C)c2ccccc2)c1[N+](=O)[O-] (configuration not stated)	11.0%	i	0.1	-2.2%	8.0%	i	61.2	-16.1%	-0.4%	-15.3%	-1.1	69
Cc1occc1C(=O)Nc1cc(C(F)(F)F)ccc1Cl	-2.3%	i	0.4	-22.1%	6.8%	i	5.3	-6.2%	0.5%	31.5%	-2.6	59
O=C(NCc1ccccc1)c1ccc(S(=O)(=O)N2CCCC2)cc1	-1.9%	i	5.0	-6.0%	0.2%	i	18.1	3.0%	0.3%	-0.7%	3.4	80
COc1cccc(C(=O)Cn2c(=O)n(CC3CCCO3)c(=O)c3ccccc32)c1 (configuration not stated)	-0.3%	i	1.1	-7.4%	0.6%	i	30.6	4.1%	-0.1%	-12.2%	0.2	68
Cc1cccc(NC(=O)CSc2nnc(NC(=O)CN3CCCCC3)s2)c1	1.7%	nt	nt	3.1%	-7.5%	i	37.3	-13.1%	0.1%	-11.6%	10.3	62
CCOCc1nnc(NC(=O)CSCc2ccccc2)s1	4.1%	i	1.1	20.0%	7.2%	i	22.2	3.9%	0.5%	-10.3%	-2.1	87
CNC(=O)NC(=O)C(OC(=O)CCNS(=O)(=O)c1ccccc1)c1ccccc1 (configuration not stated)	-1.2%	i	1.0	-30.6%	-6.5%	i	15.6	20.9%	-0.1%	7.3%	-0.3	54
Cc1[nH]c2ccc(C(=O)O)cc2c1C	-0.5%	i	5.8	33.2%	0.5%	i	31.9	2.5%	0.0%	-55.4%	-1.7	39
COc1ccccc1/C=N/NC(=O)c1ccc(CN2C(=O)c3cccc4cccc2c34)cc1	4.5%	i	0.8	-7.2%	-21.7%	i	43.9	3.8%	0.0%	-18.8%	1.5	71
COc1ccccc1CNC(=O)c1ccc(OC(C)C)cc1	0.2%	i	0.3	-20.7%	5.1%	i	57.6	12.5%	0.1%	0.4%	-1.6	69
O=C(Nc1ccnn1C1CCN(C(=O)Cc2cccc(Cl)c2)CC1)C1CC1	-4.9%	i	1.1	-17.2%	0.9%	i	6.1	9.5%	-0.1%	-3.6%	1.0	69
O=C1NCCN/C1=C\C(=O)c1ccc(Cl)cc1	6.5%	i	0.3	-16.7%	-105.1%	i	30.0	-3.9%	0.3%	12.6%	-1.0	45
CCN(C(=O)CN1C(=S)NC(C)(C)CC1C)c1ccc(C)c(C)c1 (configuration not stated)	-2.2%	i	1.5	-15.7%	9.3%	i	39.4	-2.6%	0.5%	-8.7%	1.7	59
O=C(CSc1nnc(C2CC2)n1CC1CCCO1)Nc1cccc(Cl)c1 (configuration not stated)	4.6%	i	0.9	-27.9%	-11.5%	i	17.3	0.4%	-0.1%	-10.1%	0.6	64
Cc1csc(NC(=O)CN2C(=O)c3ccccc3C2=O)c1C(N)=O	-0.2%	i	0.7	0.6%	6.0%	i	55.3	4.2%	-0.3%	22.2%	0.6	47
CN(C)CCCNCCNC(=O)/C=N\O	-7.8%	i	5.8	16.5%	19.9%	i	39.6	6.2%	0.4%	1.9%	1.6	59
COc1ccc(NC(=O)/C(C#N)=C/c2ccc(OCc3ccccc3F)cc2)cc1	3.1%	i	1.4	-27.9%	8.2%	i	28.2	2.0%	0.2%	-45.5%	-1.7	58
COc1ccc(OCc2nn3c(-c4ccccn4)nnc3s2)cc1	-6.0%	i	1.2	11.1%	14.8%	i	28.6	-10.6%	0.2%	-1.3%	-2.5	86
CCCNC(=O)CSc1nc(Cc2ccccc2)nc2ccccc12	-1.3%	i	0.9	-2.1%	23.8%	i	15.3	1.2%	-0.2%	22.4%	0.1	58
OCC1(Cc2ccccc2)CCN(Cc2ccccn2)CC1	nt	i	0.1	-23.2%	3.1%	i	38.6	-3.2%	-0.1%	-18.7%[20 µM]	1.9	43
Cc1ccc(C(=O)/C=C/c2ccc(-c3ccccc3[N+](=O)[O-])o2)cc1	1.3%	nt	nt	9.8%	1.0%	i	33.2	7.7%	1.1%	-11.5%	4.6	55
COc1ccc(C(C(=O)NC2CCCCC2)N(CC2CCCO2)C(=O)CNC(=O)c2ccco2)cc1 (configuration not stated)	nt	i	0.0	-9.2%	3.0%	i	20.0	-4.1%	-1.0%	-13.5%	-2.3	80
O=C(N/C=N/OCc1cccc(C(F)(F)F)c1)N1OC[C@@H]2COc3ccc4ccccc4c3[C@@H]21	4.3%	i	3.1	17.9%	-5.2%	i	22.7	8.5%	-0.1%	3.1%	1.5	44
CCC(C)(C)NC(=O)c1ccc(Br)o1	6.0%	i	0.6	-6.0%	9.7%	i	14.2	10.8%	-0.3%	-14.2%	1.4	29
COCCCNC(=O)c1ccc(N(C)S(=O)(=O)c2ccc(OC)cc2)cc1	3.0%	i	0.3	-12.4%	15.6%	i	43.5	12.6%	-0.2%	-3.4%	1.5	44
CCOC(=O)CSc1nnc(CNc2ccc(Cl)cc2)n1Cc1ccccc1	-1.9%	i	0.9	-24.4%	-5.4%	i	58.1	2.1%	-0.3%	6.1%	-1.3	47
COc1cccc(N2CCN(c3ccc4nnc(CCC(=O)Nc5ncccc5C)n4n3)CC2)c1	-8.4%	i	3.6	-19.1%	8.6%	i	15.0	16.7%	-0.1%	18.4%	0.8	60
O=C(O)C1C2C=CC(C2)C1C(=O)Nc1ccc(Cl)c(Cl)c1 (configuration not stated)	1.5%	i	0.4	9.3%	8.1%	i	60.1	-6.9%	-0.2%	4.6%	0.6	62
O=C1c2cccc3c(O)ccc(c23)C(=O)N1Cc1ccco1	-2.3%	i	9.6	-9.7%	-7.5%	nt	nt	10.8%	-0.1%	-14.7%	-5.2	78
